Mito fusion yeast: inhibitors of mitochondrial division or activators of mitochondrial fusion. S. cerevisiae fusion-defective mutant growth rescue, CellTiterGlo 48 h. Potency, µM (series often up to 46.1 µM), for inactives: at the top dose growth rescue (activation), hits mostly activators. 320,000 compounds, 0.23% hits. AID 485298;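 further: potency means the concentration at half of the fitted maximal effect; % of control where 0% means no effect; nearly all actives have a fitted effect of over 45% in size; temperature-sensitive fusion mutants such as fzo1-1 at 37 °C on non-fermentable ethanol glycerol medium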
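Read-out: ATP-based luminescence (CellTiterGlo, 10 min ambient) reporting growth of fusion-defective ts yeast after 48 hours at 37C on glycerol/ethanol YPEG medium in the presence of compound.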
USP2a inh: inhibitors of human ubiquitin-specific protease USP2a; 330,000 compounds, 0.01% hits; O75604; USP2 core, Ub-CHOP2 coupled fluorogenic reporter, 485/531; Potency, µM (highest dose often 38.3 µM), without a hit: top-dose activity change, negative = inhibition, usual class: inhibitors;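 further: potency means the concentration at half of the fitted maximal effect; plate controls were DMSO wells for no effect and full inhibition by NEM control for full effect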
Target sequence (O75604 whole entry, looked up): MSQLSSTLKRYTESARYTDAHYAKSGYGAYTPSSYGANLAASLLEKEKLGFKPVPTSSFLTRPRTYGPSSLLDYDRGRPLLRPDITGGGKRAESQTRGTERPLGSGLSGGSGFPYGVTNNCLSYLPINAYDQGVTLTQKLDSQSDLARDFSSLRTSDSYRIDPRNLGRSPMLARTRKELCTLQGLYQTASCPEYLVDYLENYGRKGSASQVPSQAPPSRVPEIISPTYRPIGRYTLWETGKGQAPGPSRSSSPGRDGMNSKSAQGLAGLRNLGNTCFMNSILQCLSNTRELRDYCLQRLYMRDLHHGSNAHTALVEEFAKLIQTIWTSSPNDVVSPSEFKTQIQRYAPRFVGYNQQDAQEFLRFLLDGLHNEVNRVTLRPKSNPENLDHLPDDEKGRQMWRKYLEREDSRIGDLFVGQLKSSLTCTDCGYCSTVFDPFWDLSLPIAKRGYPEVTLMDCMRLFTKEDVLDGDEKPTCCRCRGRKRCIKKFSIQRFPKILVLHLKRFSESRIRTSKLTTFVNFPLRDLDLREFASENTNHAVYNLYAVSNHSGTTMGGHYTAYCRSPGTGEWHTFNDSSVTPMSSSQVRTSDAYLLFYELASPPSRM
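USP2 core (10nM final) preincubated 30min RT with compound in 20mM Tris-HCl pH 8.0, 2mM CaCl2, 2mM beta-mercaptoethanol, 0.05% CHAPS; 25nM Ub-CHOP2 plus 25nM reporter substrate added, fluorescence (Ex485/Em531) read after 60min.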
PKM2 act: PKM2 (human) enzyme activation; P14618; purified PKM2, Kinase-Glo ATP luminescence, activation; response scale: 0% is enzyme alone, no compound; Potency, µM (titrated, usually from 57.5 µM), for inactives: at the top dose activation, most hits filed as activators; 260,000 compounds, 0.34% hits; AID 1631; further: potency means the concentration at half of the fitted maximal effect; on the % scale 0 is the no-effect control and ±100 the full control effect; nearly all actives have a fitted effect of over 55% in size
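hPK-M2, >95% pure; 0.1 mM ADP / 0.5 mM PEP final; imidazole pH7.2 buffer w/ 7 mM MgCl2, 50 mM KCl; 1 h RT; Kinase-Glo lum. Intermediate enzyme activity for dual inhibitor/activator qHTS.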
hERG WT inh: inhibitors of human wildtype KCNH2 potassium channel | Q12809 | U2OS, BacMam KCNH2, thallium flux FluxOr; active compounds read low | activity change, % at 1.84 µM | 340,000 compounds, 0.37% hits;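 active means maximum activity change below -70%; inconclusive means maximum activity change between -70% and -50%; inactive means maximum activity change above -50%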; further: on the % scale 0 is the no-effect control and ±100 the full control effect
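U2OS cells transduced with wild-type KCNH2 virus are loaded with FluxOr dye for 45 min, and thallium flux is measured in kinetic reads before and after stimulation buffer. Rate constants are normalized to DMSO controls.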
MBNL1-CUG inh: blocks human MBNL1 binding to CUG repeat RNA | Q9NR56 | TR-FRET MBNL1-His/biotin-(CUG)12 binding, 665/545 ratio | Potency, µM (doses to about 57.5 µM), without a hit: at the highest dose activity change, negative = inhibition, usual class: inhibitors | 280,000 compounds, 0.036% hits | AID 2675; active means well fitted inhibition curve with a large enough effect in the signal ratio, with a control signal flat, not every such curve was filed as active; inconclusive means small, poorly fitted or top-dose-only effect, or effect the other way, or a change in a side signal; inactive means no such curve, though single readings can be large or run the other way; the % refers to the signal ratio; further: potency means the concentration at half of the fitted maximal effect; on the % scale 0 is the no-effect control and ±100 the full control effect
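Compound titration spanned 92 nM–58 uM against the MBNL1-His/biotin-(CUG)12 complex. After 60 min at room temperature with 5 nM streptavidin-XL665 and 0.055 ng/ul terbium anti-His, ratiometric 665/545 nm emission (Ex 340 nm) normalized to controls.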
Menin-MLL TR inh: inhibitors of human menin-MLL interaction, mutant MLL peptide; O00255; Potency, µM (highest dose often 61.6 µM), without a hit: top-dose FP activity change, negative = inhibition, usual class: inhibitors; 270,000 compounds, 0.23% hits; Menin + Texas Red MLL mutant peptide, fluorescence polarization; active means well fitted inhibition curve with a large enough effect in the polarisation, with a control signal flat, not every such curve was filed as active; inconclusive means small, poorly fitted or top-dose-only effect, or effect the other way, or a change in a side signal; inactive means no such curve, though single readings can be large or run the other way; the % refers to the polarisation; further: potency means the concentration at half of the fitted maximal effect; % of control where 0% means no effect; many of its hits are not listed in these tables
ASM inhibitor: human S-ASM enzyme inhibition; placental ASM, HMU-PC fluorogenic substrate, 60 min; Potency, µM (series often up to 57.5 µM), without a hit: top-dose activity change, negative = inhibition, actives largely listed as inhibitors; 340,000 compounds, 0.006% hits; AID 504937; further: potency means the concentration at half of the fitted maximal effect
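Steps: dispense placental human ASM, pin compound, wait 10 min at room temperature, add HMU-PC0 substrate at 9 uM final, incubate 60 min at 37 °C, add stop solution raising pH to 10, read fluorescence.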
GALK inhibitor: galactokinase (human) inhibition | P51570 | Purified GALK, Kinase-Glo residual ATP luminescence | Potency, µM (titrated, usually from 57.5 µM), inactives show at the highest dose activity change, negative = inhibition, usual class: inhibitors | 270,000 compounds, 0.007% hits | AID 1868; further: potency means the concentration at half of the fitted maximal effect; on the % scale 0 is the no-effect control and ±100 the full control effect
Target sequence (P51570 whole entry, looked up): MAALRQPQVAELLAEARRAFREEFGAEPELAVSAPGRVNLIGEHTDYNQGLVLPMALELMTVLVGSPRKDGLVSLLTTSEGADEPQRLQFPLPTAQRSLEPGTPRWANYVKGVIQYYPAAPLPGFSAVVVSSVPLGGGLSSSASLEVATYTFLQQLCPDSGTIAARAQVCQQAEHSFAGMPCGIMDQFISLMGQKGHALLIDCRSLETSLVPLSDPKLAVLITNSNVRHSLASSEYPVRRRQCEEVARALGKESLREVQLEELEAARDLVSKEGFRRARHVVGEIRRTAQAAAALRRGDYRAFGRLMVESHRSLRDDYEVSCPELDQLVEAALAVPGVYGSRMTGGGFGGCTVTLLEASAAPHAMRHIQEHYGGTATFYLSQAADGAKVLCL
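Galactose (100 uM) and ATP (35 uM) were turned over by 5 nM GALK for 1 h at RT. Kinase-Glo Plus then converted the remaining ATP into a luminescent signal.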
Eya2 inh: inhibitors of human Eya2 phosphatase activity; O00167; recombinant Eya2, OMFP fluorescence dephosphorylation (OMFP is methylfluorescein phosphate); Potency, µM (series often up to 76.9 µM), inactives show at the highest dose activity, negative = inhibition, actives largely listed as inhibitors; 330,000 compounds, 0.006% hits; further: potency means the concentration at half of the fitted maximal effect; on the % scale 0 is the no-effect control and ±100 the full control effect
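Eya2 (0.2 uM) preincubated 10 min at ambient with compound, then OMFP substrate added at 50 uM; 10 min reaction in 50 mM HEPES pH 7.5, 50 mM NaCl, 5 uM MgCl2, 0.05% BSA, 1 mM DTT. Fluorescence read at Ex 485/Em 525 nm.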
TSHR antagonist: antagonists of human thyroid stimulating hormone receptor. P16473. AID 504810. activity change, negative = inhibition, % at 11.5 µM. 330,000 compounds, 0.2% hits. TSHR-expressing cells, TSH-stimulated cAMP HTRF, 2 h; active compounds read low;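 active means activity change below a set negative limit, meaning inhibition stronger than a set level, cut at about -70% in these data; inconclusive means activity change between two set negative limits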; further: on the % scale 0 is the no-effect control and ±100 the full control effect
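Read-out is FRET at 665 nm (cryptate excitation 337 nm) from a cryptate-tagged anti-cAMP antibody, competed by cell cAMP against cAMP-d2. Compounds are tested on freshly harvested TSHR cells challenged with 4nM TSH (EC80) for 2 hours at 37 deg C.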
BCR signal inh: inhibitors of chronic active B-cell receptor signaling; 340,000 compounds, 0.05% hits; AID 493014; Potency, µM (series often up to 46.1 µM), for inactives: at the top dose ratio change, negative = lower green/red ratio, most hits filed as inhibitors; ABC-DLBCL IkBa-CBG/CBR reporter, luminescence ratio, 4 h; active means well fitted inhibition curve with a large enough effect in the signal ratio, with a control signal flat, not every such curve was filed as active; inconclusive means small, poorly fitted or top-dose-only effect, or effect the other way, or a change in a side signal; the % refers to the signal ratio;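 further: potency means the concentration at half of the fitted maximal effect; plate controls were basal doxycycline-induced cells for no effect and cells given 10 µM MG132 for full effect; MG132 reads +100%, hits lower the ratio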
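Cell line TMD8 (human ABC DLBCL), stably expressing tet-inducible CBG68-IkBa fusion and CBR; IMDM/0.5% FBS; cpd up to 46 uM; dox induction, 4 h, 37C/5% CO2; dual luminescence; green/red ratio; MG132 control.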
Numbers without * were called inactive; ? = inconclusive; · = no result given; [ ] = remark or other dose. Unless noted, the call rests on the fitted dose curve; in most records, active means well fitted curve in the direction sought with a large enough effect; inconclusive means small, poorly fitted or top-dose-only effect, or another doubt; inactive means no such curve, though single readings can be large; an effect the other way counts as inactive or inconclusive. A portion of the library; rates above refer to the full screens.

structure,MBNL1-CUG inh,Mito fusion yeast,ASM inhibitor,BCR signal inh,GALK inhibitor,TSHR antagonist,hERG WT inh,USP2a inh,Eya2 inh,Menin-MLL TR inh,PKM2 act
CCOC(=O)c1c(C)nc(C(Cl)(Cl)Cl)nc1N,-13.5%,2.4%,-2.7%,-3.3%,-1.8%,-1.8,-3.3,1.2%,14.8%,15.9%,?
CCC(=O)N1CCc2cc(Br)cc(S(=O)(=O)NCC3CCCO3)c21 (stereo not drawn),-4.5%,-1.1%,4.3%,?,-2.9%,1.5,7.7,0.3%,0.3%,-11.0%,-8.5%
O=C1CSC(c2ccc([N+](=O)[O-])cc2)N1CCN1CCCCC1 (stereo not drawn),?,5.5%,1.3%,-0.6%,1.1%,18.6,36.2,1.7%,-17.9%,-5.3%,-1.2%
O=C(COC(=O)c1cc2ccccc2cc1O)Nc1cccnc1Cl,-3.4%,0.1%,5.6%,6.3%,-2.3%,-7.2,1.4,-2.2%,-0.4%,3.9%,3.2%
COC(=O)c1ccc(C)c(NC(=O)C2COc3ccccc3O2)c1 (stereo not drawn),1.9%,-0.2%,-1.9%,?,0.3%,-0.6,-1.9,1.3%,-22.0%,4.0%,5.1%
CCCCn1nc2cc(C(=O)N[C@H](C)C3CCCCC3)ccc2c1OCC,2.3%,5.3%,5.0%,-9.0%,-5.7%,-3.6,6.0,1.6%,12.8%,-26.1%,-15.2%
O=C(CCc1ccccc1)Nc1ncc([N+](=O)[O-])s1,?,9.2%,-1.2%,?,-0.7%,-12.5,3.0,1.6%,6.8%,?,6.2%
O=C(CSc1ccc(-c2cccnc2)nn1)c1ccc([N+](=O)[O-])cc1,?,-2.9%,-0.1%,5.7%,7.4%,-5.8,-5.6,4.0%,-10.1%,?,8.5%
Clc1ccc(-c2csc(Nc3cccnc3)n2)cc1,-6.0%,1.5%,-2.4%,?,1.9%,-4.6,0.8,-1.2%,-1.5%,·,3.0%
Cc1occc1-c1nnc(SCC(=O)c2ccc(Cl)cc2)n1CC1CCCO1 (stereo not drawn),-6.5%,-1.0%,-1.7%,6.1%,-3.3%,5.0,2.6,1.1%,-4.8%,-18.4%,9.1%
CCC(NC(=O)c1cc(COc2cncc(Cl)c2)on1)c1ccncc1 (stereo not drawn),-6.7%,-2.1%,6.9%,-9.0%,-2.2%,-10.2,3.4,0.0%,10.8%,10.5%,2.4%[0.46 µM]
O=C(NC(=S)Nc1ccc(Cc2ccncc2)cc1)c1ccccc1F,7.5%,26.2%,3.9%,?,-1.7%,-28.6,13.4,0.5%,-11.3%,-7.4%,-5.3%
CCn1c(C)nc2cc(C(=O)NNC(=S)Nc3ccc(OC)cc3)ccc21,0.0%,10.9%,8.5%,-3.8%,1.2%,-7.1,-6.2,1.7%,-4.9%,2.6%,0.4%
O=C(NC1CCCC1)C(c1ccc(Cl)cc1)N(Cc1ccc(F)cc1)C(=O)CCl (stereo not drawn),·,12.2%,0.6%,0.7%,1.1%,-5.6,-8.5,3.8%,-5.3%,-13.2%,2.8%
COc1cccc(NC(=O)Cn2nnc(C(=O)NCCc3ccccc3)c2N)c1,-1.1%,0.0%,-2.0%,-0.6%,-1.9%,3.3,-6.6,3.1%,-8.8%,19.5%,·
COc1ccc(Sc2ncnc3onc(C)c23)cc1,0.7%,1.2%,2.0%,-0.3%,-2.8%,-3.8,-0.7,2.5%,3.1%,-5.8%,-1.9%
CC(=O)NC1=NN(C(C)=O)C2(S1)C(=O)N(CC(C)C)c1ccc(C)cc12 (stereo not drawn),2.6%,-2.0%,-1.5%,14.0%,-0.3%,-9.2,-2.6,1.1%,-25.5%,·,4.3%
COc1ccc(S(=O)(=O)NCCc2nnc3ccc(SCC(=O)Nc4cc(C)on4)nn23)cc1,·,1.6%,-1.8%,?,9.1%,7.5,8.8,3.2%,16.8%,13.3%,6.2%
Cc1ccc(-n2c(N)c(Br)c(=O)[nH]c2=O)cc1C,-5.1%,0.7%,-2.1%,0.2%,-2.2%,-3.3,14.0,2.8%,-19.1%,0.2%,0.9%
COC(=O)C(C)NC(=O)C(C)NC(=O)OCc1ccccc1 (stereo not drawn),-1.6%,-6.0%,0.3%,17.6%,0.6%,1.7,0.6,-1.4%,10.5%,7.2%,7.3%
COc1ccc(-c2cc(C(=O)Nc3c(C)nn(Cc4ccccc4)c3C)no2)cc1,?,-3.8%,6.5%,?,0.6%,-10.1,-3.1,0.1%,27.2%,?,0.2%
O=C(CCc1ccc(S(=O)(=O)NCCc2ccccc2)cc1)Nc1ccc2c(c1)OCCO2,?,-3.2%,-4.3%,6.8%,0.9%,0.2,-2.1,-1.4%,-3.5%,14.2%,6.9%
Fc1ccc(-c2oncc2-c2nnnn2-c2ccccc2)cc1F,-11.5%,-0.9%,-2.9%,0.1%,-3.1%,-2.2,2.5,1.5%,-14.1%,3.7%,0.1%
CCOC(=O)c1[nH]c2ccc(OC)cc2c1NC(C)=O,?,-5.0%,21.5%,14.5%,3.1%,38.2,-1.5,0.2%,-5.0%,7.7%[11.7 µM],-2.2%
COc1cccc(CN2CCNC(=O)C2CC(=O)NCC2CCOCC2)c1 (stereo not drawn),-1.8%,-1.8%,4.9%,2.4%,-7.0%,-23.3,-10.6,5.2%,1.0%,·,·
COc1ccc(C(=O)Nc2ccccc2N2CCCCC2)cc1[N+](=O)[O-],?,27.8%,-17.1%,12.8%,0.2%,-14.1,-25.9,-1.1%,-10.5%,0.6%,0.1%
CN(CC(=O)Nc1ccccc1Cl)C(=O)COC(=O)c1ccc(=O)n(Cc2ccccc2)n1,·,2.8%,3.3%,1.0%,·,-2.6,6.0,-0.6%,4.8%,·,·
Cc1noc(C)c1S(=O)(=O)Nc1ccc(O)c2c(=O)cc(-c3ccccc3Cl)oc12,12.8%,7.2%,-13.9%,0.5%,1.6%,-4.6,24.1,1.4%,-8.1%,·,-0.2%
CC1CCC(NC(=O)Cn2cnc3sccc3c2=O)CC1 (stereo not drawn),·,-1.0%,1.8%,0.9%,·,9.1,5.7,1.8%,-9.1%,·,·
Cc1ccc(-c2noc(C3CCN(S(=O)(=O)c4ccc5c(c4)OCCO5)CC3)n2)o1,4.7%,8.6%,-0.6%,-0.9%,0.8%,2.8,-5.0,0.3%,4.3%,-0.4%,28.5%
COc1ccc(NC(=S)NCCc2ccccc2)c(OC)c1,-0.1%,-2.5%,-1.4%,?,-0.1%,3.0,11.5,7.4%,6.9%,-1.1%,7.8%
COC(=O)c1c(C)[nH]c(C(=O)OCC(=O)c2ccc(C)s2)c1C,·,·,-3.2%,?,·,-13.3,-11.6,0.3%,0.7%,·,·
COC(=O)c1ccc2c(=O)[nH]c(COC(=O)c3c(-c4ccccc4Cl)noc3C)nc2c1,·,14.2%,·,?,·,0.8,-11.7,-0.1%,2.6%,·,·
COCCCn1c(Cc2csc(Nc3cccc(Cl)c3)n2)nnc1SCC(=O)OC1CCCCC1,-3.1%,-2.0%,-12.9%,-14.8%,2.4%,-4.5,1.4,-15.6%,-0.3%,11.1%,-7.8%
C/C(CC(=O)Nc1ccc(Cl)cc1C(F)(F)F)=N\NC(=O)c1cccs1,-7.5%,1.4%,-1.4%,?,-1.8%,-1.7,-3.9,-0.2%,-1.5%,·,-4.4%

Assay outcomes from PubChem BioAssay.
